DAGLB inhibitor – blocks human DAGLB lipase activity; Q8NCG7; HEK293T DAGLB membrane lysate, EnzChek fluorogenic substrate; inhibition, % at 5.17 µM; actives 0.059% (n = 340,000); in the data active = inhibition above about 34%;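 also: 0% = enzyme with vehicle and 100% = wells lacking enzyme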
RTF Ca sens inh – cardiac RTF calcium desensitization. actives 0.12% (n = 340,000). inhibition, % at 7.15 µM. IANBD-labeled cardiac RTF, Ca2+ fluorescence;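 active = inhibition above the mean inhibition of all tested compounds plus 3 SD, cut at about 17% in these data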;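 also: assay run at fixed EC70 calcium of 1.6 mM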
C-LANA FP – blocks KSHV LANA C-terminal domain binding to DNA; MBP-C-LANA/FAM-LBS DNA binding, fluorescence polarization; inhibition, % at 9 µM; actives 0.078% (n = 340,000); AID 504423;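 active = highest replicate inhibition at or above 60% at 9 µM, even if other replicates fall short; inactive = all replicates below 60% inhibition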;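 also: 0% = neutral control wells and 100% = 4 µM acridine orange control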
PKA-R2B act – activates the human PKA-R2B holoenzyme complex; PKA-R2B holoenzyme dissociation, Cy5-IP20 fluorescence polarization; R2B truncated from residue 108, S112A mutant; 0% DMSO only, 100% 113 µM cGMP; activation, % at 11.4 µM; actives 0.079% (n = 340,000);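 active = activation above a cutoff set at the mean over all compounds plus 3 SD, cut at about 18% in these data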;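 also: higher means more holoenzyme dissociation and a rise in polarization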
Target sequence (P31323 whole entry, looked up, other chains not shown, the tested form may be a part): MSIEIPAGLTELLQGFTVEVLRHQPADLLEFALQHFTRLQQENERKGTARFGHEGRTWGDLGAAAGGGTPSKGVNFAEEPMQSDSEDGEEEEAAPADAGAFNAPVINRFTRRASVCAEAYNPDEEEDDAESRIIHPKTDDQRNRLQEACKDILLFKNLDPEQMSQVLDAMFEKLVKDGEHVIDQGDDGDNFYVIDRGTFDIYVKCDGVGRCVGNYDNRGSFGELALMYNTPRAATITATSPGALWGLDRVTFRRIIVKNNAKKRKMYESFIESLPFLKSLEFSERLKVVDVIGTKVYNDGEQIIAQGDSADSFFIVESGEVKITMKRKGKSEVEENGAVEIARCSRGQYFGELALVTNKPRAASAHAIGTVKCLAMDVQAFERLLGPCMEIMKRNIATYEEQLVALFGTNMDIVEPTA
Rtt109 HAT inh – C. albicans Rtt109 histone acetyltransferase inhibition | purified Rtt109/Vps75, ThioGlo CoA-SH fluorescence, 4 h | inhibition, % at 34.9 µM | actives 0.16% (n = 330,000) | AID 540336;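 active = inhibition of at least 50% in every replicate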
SR-BI DiI-HDL act – enhances SR-BI lipid uptake from DiI-HDL. activation, % at 12.5 µM. CHO ldlA[mSR-BI] cells, DiI-HDL uptake fluorescence, 3 h; 100 = double the neutral-control signal. AID 504775. actives 0.096% (n = 320,000);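 active = mean replicate activation of at least 60% and every replicate at or above 60%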;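 also: 0% = median plate neutral-control signal and 100% = twice that signal; values of inactives mirror those of a sister screen read the other way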
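Test system: SR-BI-overexpressing, LDLR-lacking CHO cells; Medium: Ham's F12 with 0.5% BSA, HEPES 25 mM, pH 7.4; Schedule: 3 h, 37 °C; Technique: bottom-read fluorescence, 550/595 nm.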
Keap1-Nrf2 PPI – disrupts human Keap1 binding to Nrf2 peptide. Keap1 Kelch-Nrf2 peptide fluorescence polarization, 1536-well. inhibition, % at 9.4 µM. actives 0.15% (n = 340,000). AID 504523; in the data active = inhibition above about 12%;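 also: human Keap1 Kelch domain with fluorescein labeled Nrf2 9mer peptide probe; 0% = neutral control wells and 100% = peptide positive control; higher means more block of Keap1 binding to Nrf2 peptide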
Target sequence (Q14145 whole entry, looked up, the tested form may be a part): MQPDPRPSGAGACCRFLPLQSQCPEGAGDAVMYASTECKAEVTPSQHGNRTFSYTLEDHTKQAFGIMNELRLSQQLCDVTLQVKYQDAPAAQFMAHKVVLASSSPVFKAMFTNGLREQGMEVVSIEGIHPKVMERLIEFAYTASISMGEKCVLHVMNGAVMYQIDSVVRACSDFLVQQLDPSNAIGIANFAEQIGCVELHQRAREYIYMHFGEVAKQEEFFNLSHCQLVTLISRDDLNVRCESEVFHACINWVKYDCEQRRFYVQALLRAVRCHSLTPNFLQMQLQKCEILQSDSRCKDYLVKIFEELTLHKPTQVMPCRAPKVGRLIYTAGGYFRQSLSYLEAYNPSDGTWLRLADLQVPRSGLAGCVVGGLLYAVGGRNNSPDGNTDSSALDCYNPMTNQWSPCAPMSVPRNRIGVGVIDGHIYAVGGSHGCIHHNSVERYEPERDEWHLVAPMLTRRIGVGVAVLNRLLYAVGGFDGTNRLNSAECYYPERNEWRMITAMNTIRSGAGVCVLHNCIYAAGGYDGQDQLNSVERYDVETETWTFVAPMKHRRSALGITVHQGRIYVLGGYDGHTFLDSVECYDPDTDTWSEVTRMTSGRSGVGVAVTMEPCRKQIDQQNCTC
CAL PDZ FP-1 – human CAL PDZ-peptide interaction inhibition | Q9HD26 | inhibition, % at 20 µM | purified CAL PDZ, TMR-peptide fluorescence polarization, 1 h | actives 0.02% (n = 330,000) | AID 504414;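 active = highest replicate inhibition of at least 40%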;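 also: plate controls were DMSO neutral control wells for no effect and unlabeled competitor peptide control wells for full effect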
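System: purified tagged CAL PDZ domain construct (CerCALP). Schedule: 1 h incubation at room temperature before polarization reading. Medium: 25 mM sodium phosphate pH 7.4, 150 mM NaCl, TCEP, IgG, Thesit. Read-out: percent inhibition from loss of millipolarization. Measured by: FP readout, S and P plane fluorescence. Probe or stimulus: fluorescent TMR peptide probe.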
CAL PDZ FP-2 – CAL PDZ (human) peptide binding inhibition; Q9HD26; purified CAL PDZ, TMR-peptide fluorescence polarization, 1 h; inhibition, % at 24.9 µM; actives 0.92% (n = 300,000); AID 602252;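 active = mean inhibition of at least 30% with at least half of replicates also reaching 30%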;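 also: 0% = DMSO neutral control and 100% = excess unlabeled competitor peptide PRC23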
RTF Ca sens act – increases calcium sensitivity of human cardiac regulated thin filaments; actives 0.24% (n = 340,000); IANBD-labeled TnC RTF fluorescence at EC20 calcium; 0% EC20 calcium, 100% full calcium; P19429+P45379; activation, % at 7.2 µM;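 active = activation above the mean over all tested compounds plus 3 SD, cut at about 30% in these data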;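 also: rise in fluorescence read as greater calcium sensitivity of cardiac thin filaments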
An asterisk follows results filed as active; x = not tested or not shown.

SMILES	DAGLB inhibitor	RTF Ca sens inh	C-LANA FP	PKA-R2B act	Rtt109 HAT inh	SR-BI DiI-HDL act	Keap1-Nrf2 PPI	CAL PDZ FP-1	CAL PDZ FP-2	RTF Ca sens act
Cc1ccc(-c2nc(N)sc2CC(=O)OCC(=O)NCC2CCCO2)cc1 (centres undefined)	0	-8	1.0	-4	-14	-5	-4	-3.5	0	-2
CCC(CC)c1nc(NCCC(=O)O)c2ccccc2n1	1	-5	-1.2	2	13	46	-2	-0.4	0	-3
COc1cccc2c1C(=O)c1c(O)c3c(c(O)c1C2=O)CC(O)(C(C)=NNC(=O)c1ccc(Cl)c(Cl)c1)CC3OC1CC(N)C(O)C(C)O1 (centres undefined)	-13	-303	102*	-3	-2	-33	1	2.9	-11	220*
CC1CCCCC1NC(=O)c1ccncc1 (centres undefined)	-2	5	1.1	8	-2	-2	-6	-3.6	22	3
Oc1ccc(Cl)cc1C1=NNC(c2cc(Br)cc3c2OCOC3)C1 (centres undefined)	-7	1	-1.8	10	-2	-63	-5	0.9	2	-1
COc1cccc(Cn2cnc3c(NS(=O)(=O)c4cc(Cl)ccc4Cl)c(C)c(C)cc32)c1	1	1	0.9	-10	14	-7	4	-2.3	0	8
CCOc1ccccc1C(=O)Nc1ccc(-n2nncc2C(C)(C)C)cc1	0	10	-0.6	10	0	-61	0	0.4	13	-6
CCCCN1C=CC(=C2N=c3cccc([N+](=O)[O-])c3=N2)C=C1	2	-12	0.0	-3	-10	31	-3	1.7	-4	-7
CCSc1nnc(CNc2ccc(C)cc2)n1C	-1	-11	0.4	1	19	16	-1	-0.4	2	-2
CCC1(C)Cc2c(sc3[nH]c(=O)[nH]c(=O)c23)CS1 (centres undefined)	2	-5	2.7	18	-353	11	-4	-0.2	-2	2
CCOc1cc(/C=N/NC(=O)CNc2cccc(C)c2)ccc1OC(=O)c1ccccc1	0	3	0.0	-18	-1	-61	-9	-0.3	1	-1
COc1ccccc1N1CCN(C2CC(=O)N(c3ccc(Cl)cc3)C2=O)CC1 (centres undefined)	-2	-8	-0.9	-3	-4	7	2	-1.1	-7	-5
COc1ccc([N+](=O)[O-])cc1NC(=O)c1cccs1	-1	-9	1.7	-3	x	-38	-1	-0.4	4	8
O=C(c1c[nH]c2ccc(S(=O)(=O)N3CCOCC3)cc2c1=O)N1CCCC1	1	-3	0.8	5	-3	x	1	-0.3	1	7
CC1CC(C)CN(CCCNC(=O)Cn2ncc3c(=O)oc4ccccc4c32)C1 (centres undefined)	2	-7	1.2	-1	-1	7	-4	-0.4	x	5
COC1CCCN(C(=O)c2ccc3nc(Cc4cccc(Cl)c4)oc3c2)C1 (centres undefined)	0	-7	-1.1	-5	-6	-18	-2	-1.0	-3	3
O=C(N/N=C\c1ccc(-c2ccccc2[N+](=O)[O-])o1)C1COc2cc3ccccc3cc2O1 (centres undefined)	1	5	0.9	3	-14	-22	-1	-0.8	-3	0
NNC(=O)c1ccc(Cn2cccn2)o1	0	4	-3.8	12	2	24	-3	-0.7	-5	4
O=C(C1=C(Nc2ccccc2)c2ccccc2S(=O)(=O)N1)c1ccccc1	7	3	2.2	-4	18	-15	-1	-1.1	1	-3
Cc1ccc(C2=NC3(CCCC3)NC2=S)cc1	-3	4	-1.8	0	-11	16	-2	0.6	4	-5
Cc1cccc(NC(=S)N(CCc2nc3cc(C)c(C)cc3[nH]2)Cc2cccnc2)c1	-4	1	-1.3	-1	-6	-10	-6	0.4	0	1
C/C(O)=c1/c(=O)nc2cccc3c2=c1c1ccccc1c3=O	-2	-11	2.9	-6	5	3	-2	-1.4	-4	2
COCCNC(=O)CSc1nc(N)c(NC(=O)c2ccccc2F)c(=O)[nH]1	-2	-1	4.8	-5	2	6	-1	1.0	-6	17
O=C(CCn1c(=S)oc2ccccc21)NC1CCCCCCC1	-1	-9	-1.3	6	-1	23	-2	-1.8	-4	7
O=C(CN(Cc1ccc(Br)cc1)S(=O)(=O)c1ccccc1)NCc1ccccn1	1	1	-0.2	1	11	14	1	-1.6	-4	-3

In a second layout: results already given.
Below each compound: DAGLB inhibitor	RTF Ca sens inh	C-LANA FP	PKA-R2B act	Rtt109 HAT inh	SR-BI DiI-HDL act	Keap1-Nrf2 PPI	CAL PDZ FP-1	CAL PDZ FP-2	RTF Ca sens act
- C/C(O)=c1/c(=O)nc2cccc3c2=c1c1ccccc1c3=O
→ -2	-11	2.9	-6	5	3	-2	-1.4	-4	2
- COCCNC(=O)CSc1nc(N)c(NC(=O)c2ccccc2F)c(=O)[nH]1
→ -2	-1	4.8	-5	2	6	-1	1.0	-6	17

(more compounds)
SMILES	DAGLB inhibitor	RTF Ca sens inh	C-LANA FP	PKA-R2B act	Rtt109 HAT inh	SR-BI DiI-HDL act	Keap1-Nrf2 PPI	CAL PDZ FP-1	CAL PDZ FP-2	RTF Ca sens act
O=[N+]([O-])c1cccc(/C=N/Nc2nc(NCc3ccccc3)nc(N3CCOCC3)n2)c1O	5	-7	-0.7	-2	14	15	-2	2.0	4	5
Cc1cc(C)cc(NC(=O)C(=O)NCCCN2CCCC2=O)c1	-1	6	0.2	-1	9	17	2	0.3	x	1
CN(C)CCCn1c(NC(=O)C2CCCCC2)nc2ccccc21	-3	-4	1.1	-1	-5	11	-2	-0.2	-1	-5
O=C(O)CC1(CC(=O)NCc2cccc(Cl)c2)CCCCC1	-1	-2	-0.8	-2	-9	22	0	-1.3	-3	3
CCOc1ccc(N=Cc2ccccc2O)cc1	-1	-3	5.5	4	-4	6	0	0.0	0	0
COc1cc(N)c(Cl)cc1C(=O)NC1CCN(Cc2ccccc2)CC1	4	-24	-1.2	-3	-1	2	-1	-0.9	-3	9
c1csc(C(c2nnnn2C2CCCC2)N2CCCC3(CCCCC3)C2)c1 (centres undefined)	-9	3	-1.7	-1	4	4	0	-0.6	6	4
C=C1CC(COc2ccc3c(C)c(Cl)c(=O)oc3c2)(c2ccccc2)OC1=O (centres undefined)	8	3	-0.6	1	10	2	-9	-1.8	-2	-8
N#Cc1ccccc1S(=O)(=O)N1CCN(C(=O)Cc2coc3cc(O)ccc23)CC1	-1	3	-0.7	-7	-2	-4	-4	-0.6	-3	-1
CCOC(=O)c1ccc2c(c1)nc(COc1ccc(OC)cc1)n2CC	-1	2	0.5	-7	4	-18	-1	-0.4	-4	-2
Cc1ccccc1NC(=O)COC(=O)CCc1nc2ccccc2c(=O)[nH]1	0	-9	-0.7	6	-7	x	-8	-1.6	0	1
C[C@H](CO)N1C[C@H](C)[C@@H](CN(C)C(=O)Nc2ccc(C(F)(F)F)cc2)Oc2c(NC(=O)NC3CCCCC3)cccc2C1=O	1	-4	2.3	-15	1	-49	-1	-0.6	-1	7
Cc1cc(C)cc(-n2ccnc2SCC(=O)O)c1	-1	0	-2.6	-7	-7	29	2	0.9	-4	-1
CCOC(=O)c1c(NC(=O)C2C3C=CC(C3)C2C(=O)O)sc2c1CCC(C)C2 (centres undefined)	9	-2	1.0	-18	-2	5	5	-0.3	-4	3
COc1cc(C(=O)COC(=O)c2ccc([N+](=O)[O-])o2)cc(OC)c1OC	0	3	-0.5	5	4	-6	-4	-0.1	x	0
COc1cccc(CCC(=O)N2CCC(n3nccc3NC(=O)CC(C)C)CC2)c1	-1	-2	-1.6	-7	-5	-45	4	-1.6	8	1
O=[N+]([O-])c1ccc(S(=O)(=O)N(CCCN2CCOCC2)Cc2cccs2)cc1	2	12	-2.4	-2	-1	10	0	-1.6	-2	1
CCCCn1c(-c2ccc(Br)cc2F)nc2c1c(=O)[nH]c(=O)n2CC(C)C	-2	-3	-8.3	-6	7	x	-1	-2.1	x	-1
CC(C)CN1CCC(=O)N([C@H](CO)Cc2ccccc2)CC1	-1	-6	-2.4	-9	9	35	-2	-1.0	-2	10
CCOC(=O)[C@H]1[C@H]2COc3ccc(OC)cc3[C@@H]2N2C(=O)c3cc(F)c(F)cc3NC(=O)[C@@]12C	-1	-7	-9.5	-3	17	9	-2	-1.1	0	-4
N#Cc1ccsc1NC(=O)COC(=O)c1ccc(Br)o1	-1	-7	4.4	5	1	0	-1	0.3	-4	-4
CCOc1ccc(N=Nc2c(N)[nH][nH]c2=O)cc1	7	0	0.1	4	-12	1	-1	-0.6	-1	3
CN(C)CCCNC(=O)c1cc2c3ccccc3n(C)c2s1	4	3	-7.4	-9	-1	-9	-4	-0.6	-4	-2
Cn1c(CNC(=O)CNC(=O)Cc2ccc(Cl)cc2)cc(=O)n(C)c1=O	-2	-3	-0.8	-1	-1	2	2	-1.7	-4	-1
O=C(Cc1ccccc1)N/N=C/c1cc(Br)cc(Br)c1O	6	5	0.1	-1	-2	-29	-3	-0.5	-2	-2
Continued.
SMILES	DAGLB inhibitor	RTF Ca sens inh	C-LANA FP	PKA-R2B act	Rtt109 HAT inh	SR-BI DiI-HDL act	Keap1-Nrf2 PPI	CAL PDZ FP-1	CAL PDZ FP-2	RTF Ca sens act
Cc1nn(-c2cccc(Cl)c2)c(Cl)c1/C=N/NC(=O)c1cccnc1	3	-4	1.3	-3	-1	-53	-3	-2.7	1	-1
Cc1cc(C)c2sc(N(CCN(C)C)C(=O)c3cc(Cl)sc3Cl)nc2c1	-2	-6	-1.3	-2	-2	x	-4	-3.7	-5	-3
CC1CCN(c2c(NCC3CCC(C(=O)NCc4ccc(F)cc4)CC3)c(=O)c2=O)CC1 (centres undefined)	1	-2	-2.5	-6	7	-4	3	-0.7	8	4
CC1(c2ccc3c(c2)OCCO3)NC(=O)N(CC(=O)Nc2ccccc2SCC#N)C1=O (centres undefined)	-3	-10	-0.5	0	13	-1	-2	0.3	-5	11
CC(=O)c1ccc(OCC(=O)NC(=O)NC2CCCCC2)cc1	3	8	1.3	7	-4	-15	-2	-2.4	0	-4
O=C(CSc1nnc(NC(=O)C2CC2)s1)Nc1ccc(F)cc1	-1	-3	-1.1	-1	2	2	1	-0.3	-3	7
Cc1cccc(NC(=S)NCCc2ccccc2)n1	-3	-7	0.7	-5	2	-5	-9	-9.4	1	5
O=C(c1ccc2nc[nH]c2c1)N1CCN(S(=O)(=O)c2cccc(Cl)c2)CC1	0	-2	0.4	-3	19	0	-1	-3.0	1	-4
Cc1cc2c(SCc3ccccc3Cl)nc(N)nc2nc1C	-1	-22	9.0	6	-5	-29	7	-0.7	-1	14
Cc1ccc(-n2ncc(C(=O)Nc3cc(Cl)ccc3Cl)c2C2CCNCC2)cc1	0	6	1.3	-2	2	6	-1	-1.9	-1	-4
COc1ccc(S(=O)(=O)N2CCCC(C(=O)Nc3cccnc3)C2)cc1Cl (centres undefined)	2	-22	1.2	-12	12	-11	1	-1.4	0	-10

Screening data: PubChem BioAssay, several laboratories
